Screening results deposited in PubChem BioAssay by several laboratories.
MEP2 TOR yeast: modulators of MEP2-GFP levels in yeast, primary screen, S. cerevisiae, multiplex flow cytometry, MLPCN library. S. cerevisiae MEP2-GFP strain, 3 h; 100% = DMSO control level. GFP response vs DMSO, % at 10 µM. 330,000 tested, 0.51% active. AID 2016, 2009;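 active means GFP response versus DMSO above a set limit, roughly screen mean plus 3 SD, cut at about 180% in these data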;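 further: median GFP fluorescence of the barcode-gated MEP2-GFP cells per well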
LAP4 TOR yeast: modulators of LAP4-GFP expression in yeast, primary screen, S. cerevisiae, multiplex flow cytometry, MLPCN library; 3 h; median GFP as percent of DMSO wells; GFP response vs DMSO, % at 10 µM; 320,000 tested, 0.34% active; AID 2023, 2009;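 active means GFP response vs DMSO above a set limit, about the screen mean plus 3 SD, cut at about 150% in these data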
CIT2 TOR yeast: modulators of CIT2-GFP expression in yeast, primary screen, S. cerevisiae, GFP fusion, multiplex flow cytometry, MLPCN library; S. cerevisiae CIT2-GFP strain, 3 h; 100 means same as DMSO wells; AID 2029, 2009; 320,000 tested, 0.065% active; GFP response vs DMSO, % at 10 µM;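 active means GFP response relative to DMSO above a set limit, near the screen mean plus 3 SD, cut at about 150% in these data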;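 further: ratio of well median GFP fluorescence to mean of DMSO wells on the plate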
GRK2 inh: compounds blocking aptamer binding on GRK2 – biochemical, human GRK2, bead flow cytometry, HTS, primary screen | 330,000 tested, 0.59% active | FAM-aptamer displacement from GRK2 | inhibition of aptamer binding, % at 10 µM;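 active means inhibition of aptamer binding above 40%, roughly 3 SD of noise, on plates passing a quality check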;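 further: median bead fluorescence of bound FAM aptamer so fluorescent compounds give negative values; no value below 0 was filed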
Target sequence (P25098 whole entry, looked up): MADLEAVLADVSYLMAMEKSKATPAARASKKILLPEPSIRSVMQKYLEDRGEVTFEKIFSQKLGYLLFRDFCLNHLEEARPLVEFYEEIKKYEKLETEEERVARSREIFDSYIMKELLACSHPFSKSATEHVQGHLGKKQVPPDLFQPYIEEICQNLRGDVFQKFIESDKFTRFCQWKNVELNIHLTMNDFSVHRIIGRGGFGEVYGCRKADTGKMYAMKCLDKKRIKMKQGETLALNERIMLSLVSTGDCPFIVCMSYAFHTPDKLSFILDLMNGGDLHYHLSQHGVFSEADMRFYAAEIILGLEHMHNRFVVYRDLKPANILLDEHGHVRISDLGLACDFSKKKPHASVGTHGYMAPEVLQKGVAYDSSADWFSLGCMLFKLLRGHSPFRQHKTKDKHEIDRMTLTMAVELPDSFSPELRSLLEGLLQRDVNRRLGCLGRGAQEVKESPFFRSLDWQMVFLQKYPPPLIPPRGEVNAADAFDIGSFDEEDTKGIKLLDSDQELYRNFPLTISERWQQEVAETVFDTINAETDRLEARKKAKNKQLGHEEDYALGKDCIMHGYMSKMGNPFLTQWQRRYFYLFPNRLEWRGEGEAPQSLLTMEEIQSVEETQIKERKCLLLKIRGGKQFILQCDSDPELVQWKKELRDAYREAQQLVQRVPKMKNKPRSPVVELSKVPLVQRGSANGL
VLA-4 inh: inhibition in human VLA-4 binding assay, primary screen, VLA-4 allosteric modulator project, MLPCN library, flow cytometry, VLA-4 expressing cells; 330,000 tested, 0.2% active; ligand binding flow cytometry; inhibition, % (about 7 µM as worked out from the volumes in the protocol); in the data active means inhibition above about 50%
AGP1-GFP MLPCN: modulators of AGP1-GFP expression in yeast TOR pathway, primary screen, cell-based, multiplex flow cytometry, S. cerevisiae, MLPCN library; 3 h; GFP as percent of DMSO wells; GFP response vs DMSO, % at 10 µM; 320,000 tested, 0.02% active; AID 2066, 2009;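 active means GFP response relative to DMSO above a set limit, near screen average plus 3 SD, cut at about 150% in these data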;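 further: median GFP channel fluorescence of the gated AGP1 strain per well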
JMJD2C inh: inhibitors of GASC-1 histone demethylase, primary screen, biochemical, fluorescence, DELFIA europium; Lysine-specific demethylase 4C (Homo sapiens), Q9H3R0; GST-JMJD2C(1-420) H3K9me3 demethylation; inhibition, % at 2.35 µM; 330,000 tested, 0.069% active;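 active means more than half of a compound's replicate wells show inhibition beyond 50%, single wells judged on their own value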;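 further: signal counts dimethyl H3K9 product captured on neutravidin plate; 0% = median of DMSO wells and 100% = 0.3 times that DMSO median; strong numbers were not always called active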
RPL19A-GFP yeast: RPL19A-GFP expression modulators in yeast, primary screen, cell-based, S. cerevisiae, multiplex flow cytometry, MLPCN. S. cerevisiae RPL19A-GFP strain, 3 h; active compounds read low. percent response vs DMSO, % at 10 µM. 330,000 tested, 0.3% active;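 active means percent response vs DMSO below 50%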;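 further: median channel GFP fluorescence of the barcoded RPL19A-GFP strain; ratio of sample median GFP to plate DMSO average so 100% = DMSO; lower means less RPL19A-GFP as with rapamycin TOR inhibition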
An asterisk follows results filed as active; nt = no result given; & = joins results of further samples. Outcome played no part in choosing rows, and some 1.7% of all compounds hit somewhere here.

SMILES	MEP2 TOR yeast	LAP4 TOR yeast	CIT2 TOR yeast	GRK2 inh	VLA-4 inh	AGP1-GFP MLPCN	JMJD2C inh	RPL19A-GFP yeast
CON(C)S(=O)(=O)c1cccc(C(=O)N(CC(=O)Nc2ccccc2C(F)(F)F)Cc2ccco2)c1	102	100	97	0	2	100	-4	100
O=C(Nc1ccccc1)[C@@H]1CC=C[C@@H]2CCN(C3CCCCC3)C(=O)[C@@H]21	94	125	101	0	-7	88	8	100
COc1ccc(C)c2sc(NNC(=O)COc3ccccc3)nc12	102	99	98	0	6	99	9	97
Cc1cc(Cl)c2oc(C(=O)N3CCN(C4CCS(=O)(=O)C4)CC3)c(C)c2c1 (centres undefined)	105	104	105	0	-16	106	36	100
CCN1CCN(c2ccc([N+](=O)[O-])c(Sc3nc4ccccc4[nH]3)c2)CC1	97	104	100	0	0	105	2	107
COc1ccc(Nc2nc(N)nc(CSC(=S)N3CCOCC3)n2)cc1	113	98	111	1	16	106	1	108
CC(=O)Nc1ccc(NC(=O)c2ccccc2N(C)S(C)(=O)=O)cc1	109	96	103	3	28	100	-29	98
COc1cc(C)ccc1NC(=O)c1ccc(S(=O)(=O)N2CCOCC2)cc1	97	108	103	2	-8	97	6	95
O=C1N/C(=N/N=C/c2ccccc2)SC1(c1ccccc1)c1ccccc1	99	91	97	2	-6	104	-3	94
Cc1nonc1OCCNc1ccc([N+](=O)[O-])cc1	108	100	100	0	21	101	3	104
Cc1cc(OCC(=O)N(Cc2ccco2)c2c(N)n(Cc3ccccc3)c(=O)[nH]c2=O)ccc1Cl	105	99	94	0	-4	96	4	95
Cc1ccc(NC(=O)c2cc(N3C(=O)C=CC3=O)ccc2N2CCOCC2)cc1Cl	98	153*	70	71*	83*	79	-4	72
COc1ccc(S(=O)(=O)NCC(=O)N(CC2CCCO2)C(C(=O)NC2CCCC2)C(C)C)cc1 (centres undefined)	101	93	99	2	1	98	-10	103
Cc1ccc(S(=O)(=O)/C(=C\N(C)C)c2cnc(Cl)s2)cc1	102	102	102	1	-9	104	17	99
O=C(CC1SC(N2CCCC2)=NC1=O)Nc1ccc(C(=O)N2CCN(c3cccc(Cl)c3)CC2)cc1 (centres undefined)	99	117	101	2	0	112	0	97
Cc1ccc2[nH]c3nc(NN)nnc3c2c1	106	97	104	2	9	102	-11	99
Cn1c(Nc2cccc(Cl)c2)nc2ccccc21	96	96	94	1	12	94	-8	98
CCOc1ccc(S(=O)(=O)Nc2ccc(C(=O)NCCCN3CCOCC3)cc2)cc1	97	94	89	1	21	96	-1	89
Cc1cc(Br)ccc1OCCNCc1ccccc1	104	104	104	0	-3	102	-4	97
O=C1NC(C(F)(F)F)(C(F)(F)F)N=C2SC=CN12	98	nt	nt	0	-1	nt	-9	97
Cc1cccc(NC(=O)c2ccccc2SCc2ccc(F)cc2)n1	96	109	73	0	20	91	-5	96
O=C(O)c1ccccc1OCc1ccccc1Cl	101	117	79	0	1	96	5	98
O=C1CC(c2ccncc2)c2cc3c(cc2N1)OCO3 (centres undefined)	105	97	100	1	3	101	0	101
COc1cc(CNc2ccccc2Oc2cc(=O)n(C)c(=O)n2C)cc(OC)c1OC	109	101	106	0	0	103	6	104
COc1ccc(C)cc1NC(=O)CNc1ccc(C(C)=O)cc1	101	91	99	1	0	92	-5	99
O=C(Nc1nccs1)c1ccc(Cl)s1	98	103	101	0	-21	109	17	102
COC(=O)c1cn(Cc2ccccn2)c(=O)c2ccccc12	96	97	99	3	27	94	-5	96
COc1cnc(-c2ccccn2)nc1Sc1ccc(Cl)cc1	92	112	86	0	14	78	-12	90
CCCOc1ccc(NC(=O)CCC(=O)NC(C)c2ccccc2)cc1 (centres undefined)	102	84	105	0	9	91	13	104
Cc1[nH]n(-c2ccccc2)c(=O)c1C=NCc1ccco1	93	106	97	0	7	95	5	96
COc1ccc(S(=O)(=O)NC(CC(C)C)C(=O)NC(C)c2cccs2)cc1 (centres undefined)	100	94	94	2	0	105	5	99
CC(=O)Nc1ccc(N/C(=N\S(=O)(=O)c2ccccc2)c2ccccc2)cc1	100	91	97	0	-2	88	-6	102
Cn1nnnc1SCC(=O)Nc1ccccc1C(=O)NC1CC1	105	109	102	0	13	102	-1	99
Cc1ccc(CN2C(=O)CSC2c2ccccc2F)cc1 (centres undefined)	111	112	101	2	0	98	-2	107
Cc1ccc(-n2nc(-c3ccco3)cc2C(=O)NCc2cccnc2)cc1	86	91	84	0	-3	95	-1	94
O=c1oc2ccccc2c2nccnc12	100	97	89	3	-5	95	-6	96
COc1cc(C(=O)NCCc2nc3ccccc3n2C)cc(OC)c1OC	97	92	96	2	-8	103	-4	95
O=C(Cn1c2ccccc2c2nc3n(c(=O)c21)CCS3)N1CCCC1	109	110	110	0	32	110	-1	104
O=c1c2cc(N3CCOCC3)ccc2[nH]c(=S)n1CCCN1CCCC1	103	100	94	0	4	101	-13	99
CCN1CCc2c(sc(NC(=O)c3cc4ccccc4cc3OC)c2C(N)=O)C1	108	102	99	0	-4	100	-2	104
COc1ccc(NCC(=O)N/N=C/C(C)c2ccccc2)cc1 (centres undefined)	100	105	94	0	19	102	-7	105
NCCNc1ccc2nnnn2n1	95	104	96	0	0	100	3	94
COc1ccccc1OCc1ccc(C(=O)N2N=C(C(F)F)CC2(O)C(F)F)o1 (centres undefined)	108	99	93	4	9	nt	-9	97
CC(=O)c1ccc2oc3ccccc3c(=O)c2c1	88	94	75	1	0	75	-9	93
O=C(Cc1n[nH]c(=O)c2ccccc12)OCC(=O)c1ccc(F)c(F)c1	113	115	94	0	6	102	-42	95
Nc1nc2sc3c(c2cc1C(=O)N1CCOCC1)CCCC3	93	86	86	0	9	87	-5	89
CC(C)NC(=O)C(C)n1cccc1C(=O)c1ccccc1 (centres undefined)	103	104	106	nt	8	107	1	98
COc1ccc(C2/C(=C(\O)c3ccc4c(c3)OCCO4)C(=O)C(=O)N2Cc2cccnc2)cc1OC (centres undefined)	103	99	96	0	-7	94	-39	94
S=c1[nH]nc(-c2cc(-c3ccccc3)n[nH]2)n1/N=C/c1ccc(Cl)cc1	97	95	109	4	-6	99	-4	102
O=C1OC(c2ccccc2)/C(=C(/O)c2ccccc2)C1=O (centres undefined)	102	100	100	2	0	105	2	108
C=CCOc1nc2c(c(=O)n(C)c(=O)n2C)n1Cc1ccccc1	90	112	89	3	5	100	-5	98
COc1cc(OC)cc(C(=O)N2CCN(Cc3cccc(F)c3)CC2)c1	92	97	92	0	-2	94	-1	93
Cc1ccc(N(CC(=O)N2CCCC2)S(C)(=O)=O)cc1C	97	97	108	1	12	104	2	100
COCCNC(=O)c1cc2c(=O)n3cccc(C)c3nc2n1C	87	93	78	0	25	96	-1	98
Cc1ccc(C(=O)NNC(=O)C(C)Oc2ccccc2F)cc1S(=O)(=O)N1CCOCC1 (centres undefined)	96	98	91	2	-3	102	-19	97
COc1ccc(OCc2cc(C(=O)N(C)CCC3CCOCC3)no2)c(Cl)c1	108	103	99	1	-6	98	19	100
O=C(Nc1nn[nH]n1)c1cc(-c2ccc(Cl)c(Cl)c2Cl)nc2ccccc12	103	102	106	2	-2	105	2	97
CN(C)S(=O)(=O)c1ccc(N2CCCC2)c(C(=O)NNC(=O)c2ccc(F)cc2)c1	92	95	86	0	-4	91	1	92
Cc1ccc(SCC(=O)Nc2oc(C)c3c(C)n[nH]c(=O)c23)cc1C	99	96	101	0	-5	98	2	98
CSCCC(NC(=O)c1ccco1)C(=O)N1CCCC(C(F)(F)F)C1 (centres undefined)	99	107	96	0	0	99	-31	99
Next structures follow.
SMILES	MEP2 TOR yeast	LAP4 TOR yeast	CIT2 TOR yeast	GRK2 inh	VLA-4 inh	AGP1-GFP MLPCN	JMJD2C inh	RPL19A-GFP yeast
CC(=O)NNC(=O)N1Cc2ccccc2Oc2ccc(Cl)cc21	95	107	109	1	-10	94	3	99
COc1cccc(CNc2ccc(F)c(Cl)c2)c1OC	108	106	98	1	41	102	1	99
O=C(CN1C(=O)C2CCCCC2C1=O)Nc1ccccc1N1CCCC1 (centres undefined)	114	113	90	2	5	99	-1	97
Cc1ccc(S(=O)(=O)NC2CCOC(C)(C)C2)cc1 (centres undefined)	99	102	100	0	2	102	nt	101
CN(C(=O)CSc1nc2sc3c(c2c(=O)n1C)CCC3)C1CCS(=O)(=O)C1 (centres undefined)	104	99	99	0	9	98	nt	98
Cc1ccc2[nH]c3c(c2c1)CCCC3NCCO (centres undefined)	94	81	101	2	-6	89	0	88
CCCC(=O)NC(c1ccco1)c1c(O)ccc2ccccc12 (centres undefined)	108	101	100	2	11	74	3	100
CCOc1ccccc1N1CCN(S(=O)(=O)CC)CC1	89	81	84	5	7	82	0	88
Cn1c2ccccc2c2nnc(SCC(=O)NCc3ccoc3)nc21	97	98	102	0	6	111	5	95
Cn1c(=O)c2c(nc(Sc3nc4ccccc4n3CC(=O)N3CCCCC3)n2C)n(C)c1=O	108	99	103	2	-8	97	8&14	105
O=C(COC(=O)c1cccnc1Cl)NCc1ccc2c(c1)OCO2	103	102	97	4	0	100	-3	100
C/C(=N/NC(=O)CSCc1ccc(Cl)cc1)c1cccc(NC(=O)c2ccccc2)c1	91	90	94	0	6	102	18	96
CCC(C)(C)C1CCc2c(sc(NC(=O)c3cccs3)c2C(N)=O)C1 (centres undefined)	107	nt	80	3	8	84	6	69
Cn1c(N)c(C(=O)COC(=O)CSc2ccccc2)c(=O)n(C)c1=O	100	99	95	2	8	98	8	101
COc1ccccc1S(=O)(=O)Nc1cc(C)nn1-c1ccc(C)cc1	97	109	81	1	-5	93	-10	101
CCC(C)(C(=O)NC1CCCCC1)N(Cc1cccs1)C(=O)CC1NC(=O)NC1=O (centres undefined)	97	76	86	2	4	84	-2	101
Cc1c(Cl)c(=O)oc2cc(OCC(=O)NCc3cccs3)ccc12	104	100	101	0	28	99	-2	100
CCC(=Cc1ccc(CC)cn1)CC	108	95	106	2	0	108	14	106
COCCOC(=O)C1=C(C)NC2=C(C(=O)CC(C)(C)C2)C1c1ccc(N(C)C)cc1 (centres undefined)	107	100	103	4	16	102	18	97
O=C(N/N=C\c1ccc(F)cc1)c1cc(OCC(F)(F)F)ccc1OCC(F)(F)F	97	97	101	2	33	103	-3	100
CC1=C(C(=O)OCc2ccc([N+](=O)[O-])cc2)N2C(=O)C(NC(=O)Cc3ccccc3)C2SC1 (centres undefined)	107	89	101	7	0	94	-1	104
O=C(CN1C(=O)NC2(CCCCCCC2)C1=O)Nc1ccc(Cl)cc1	110	102	100	0	18	110	-1	105
